# IDE act: activators of human insulin-degrading enzyme in cells. P14735. HEK cells, FAbeta-B cleavage, fluorescence polarization; 0% vehicle, 100% cell-free pure enzyme wells. activation, % at 5.96 µM. 0.073% of 340,000 active. AID 493087;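 active means activation above the mean of all tested compounds plus 3 SD, set per screening campaign, cut at about 17% in these data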
# IMP-1 inhibitor: blocks Pseudomonas aeruginosa IMP-1 metallo-beta-lactamase. purified IMP-1, nitrocefin hydrolysis, epi-absorbance fluorescence. inhibition, % at 5.6 µM. 0.45% of 290,000 active;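 active means inhibition above the mean plus 3 SD of all compounds in the same screening run, cut at about 4.5% in these data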;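 further: 0% = IMP-1 with DMSO and 100% = DMSO wells lacking enzyme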
#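 System: purified IMP-1; amount: IMP-1 0.2 nM before substrate addition; compound: single dose, 5.6 µM; times: 25 °C, 15 min preincubation, 25 min reaction; signal: Epi-absorbance via hydrolysed-nitrocefin quenching of white-plate fluorescence, 480/530 nm, EDTA stop; benchmarks: DMSO with and without IMP-1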
# MEKK3 PB1 HTS: modulators (inhibitors or enhancers) of MEK5 binding to human MEKK3 PB1 domain; bead-based flow cytometry, Alexa488-MEK5 binding to MEKK3; actives lie on both sides; 0 = blocked by unlabeled MEK5, 100 = vehicle; binding response (% of control), % at 10 µM; 1.4% of 290,000 active;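 active means binding response more than 3 SD above or below the average of its plate-row segment, actives on both sides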;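 further: Alexa488 bead fluorescence after subtracting the streptavidin-only scavenger bead signal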
# VIM-2 inhibitor: inhibitors of Pseudomonas aeruginosa VIM-2 metallo-beta-lactamase | AID 1527 | inhibition, % at 5.6 µM | 0.89% of 290,000 active | purified VIM-2, nitrocefin hydrolysis, epi-absorbance fluorescence;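 active means inhibition above the mean of all tested compounds plus 3 SD, cutoff set per screening run, cut at about 7.5% in these data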;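 further: red hydrolysis product quenches plate fluorescence so inhibitors raise well fluorescence; 0% = enzyme with DMSO and 100% = DMSO without enzyme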
# DNA FID counter: counter-screen for HCV NS3 helicase inhibitors: DNA intercalator displacement. inhibition, % at 7.9 µM. DNA fluorescent intercalator displacement, fluorescence. 0.17% of 290,000 active; in the data active means inhibition above about 37%;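 further: 0% = vehicle and 100% = reference compound; higher means more ethidium bromide displaced from hairpin DNA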
# pCIP destab: compounds decreasing mouse p/CIP protein stability. Q05BA5. F442A p/CIP-EGFP cells, EGFP fluorescence, 16 h. decrease of EGFP signal, % at 10 µM. 0.01% of 290,000 active;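 active means EGFP signal decrease of at least 30% at 10 µM or well 3 SD below plate mean, unless failing retest; inactive means the rest, including hits failing retest or dose response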; further: some compounds called inactive have numbers as strong as hits; many of its hits are not listed in these tables
# Target sequence (Q05BA5 1-1403): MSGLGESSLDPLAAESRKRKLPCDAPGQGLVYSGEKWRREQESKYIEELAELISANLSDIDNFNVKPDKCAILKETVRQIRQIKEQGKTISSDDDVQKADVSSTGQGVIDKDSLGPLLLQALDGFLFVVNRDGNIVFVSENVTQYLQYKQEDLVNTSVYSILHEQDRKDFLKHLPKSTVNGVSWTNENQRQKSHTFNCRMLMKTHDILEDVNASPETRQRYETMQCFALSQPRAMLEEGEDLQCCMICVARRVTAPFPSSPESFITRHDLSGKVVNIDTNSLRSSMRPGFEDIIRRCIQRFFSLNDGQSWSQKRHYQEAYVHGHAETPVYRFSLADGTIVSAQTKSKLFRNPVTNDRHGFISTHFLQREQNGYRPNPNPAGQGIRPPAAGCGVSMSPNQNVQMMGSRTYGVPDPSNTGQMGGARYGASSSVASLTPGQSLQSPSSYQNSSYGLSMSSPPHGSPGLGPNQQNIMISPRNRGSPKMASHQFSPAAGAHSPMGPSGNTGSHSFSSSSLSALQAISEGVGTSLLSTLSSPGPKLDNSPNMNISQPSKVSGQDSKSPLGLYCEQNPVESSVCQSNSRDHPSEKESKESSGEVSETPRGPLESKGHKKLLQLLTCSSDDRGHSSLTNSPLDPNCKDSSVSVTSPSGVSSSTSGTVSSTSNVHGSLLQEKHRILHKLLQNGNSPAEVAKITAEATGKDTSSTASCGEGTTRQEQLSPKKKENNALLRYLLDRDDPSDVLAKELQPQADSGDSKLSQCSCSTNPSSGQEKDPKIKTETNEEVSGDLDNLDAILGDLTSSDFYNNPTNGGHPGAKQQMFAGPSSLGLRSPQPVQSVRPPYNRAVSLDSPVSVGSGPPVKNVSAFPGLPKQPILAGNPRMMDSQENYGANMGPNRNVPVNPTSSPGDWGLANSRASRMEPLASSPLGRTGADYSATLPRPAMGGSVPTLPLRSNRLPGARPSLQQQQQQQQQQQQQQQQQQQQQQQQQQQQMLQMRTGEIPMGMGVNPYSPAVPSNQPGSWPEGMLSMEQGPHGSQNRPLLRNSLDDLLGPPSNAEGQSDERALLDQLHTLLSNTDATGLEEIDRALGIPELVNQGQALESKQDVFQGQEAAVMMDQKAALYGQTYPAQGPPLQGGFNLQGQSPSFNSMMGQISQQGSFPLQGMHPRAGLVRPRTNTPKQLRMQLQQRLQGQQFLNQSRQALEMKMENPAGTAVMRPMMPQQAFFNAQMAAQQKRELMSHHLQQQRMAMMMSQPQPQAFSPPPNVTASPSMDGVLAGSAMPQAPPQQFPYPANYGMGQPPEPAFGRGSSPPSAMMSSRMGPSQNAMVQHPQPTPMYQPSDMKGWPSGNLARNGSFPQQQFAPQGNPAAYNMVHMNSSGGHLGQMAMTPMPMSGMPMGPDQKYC
# PHOSPHO1 block: blocks human PHOSPHO1 phosphatase activity | inhibition, % at 13.3 µM | recombinant PHOSPHO1, absorbance phosphatase assay | AID 1565 | 1.1% of 290,000 active; in the data active means inhibition above about 60%
# NS3 helicase inh: blocks Hepatitis C virus NS3 helicase unwinding. NS3 helicase DNA unwinding, Cy5 molecular beacon fluorescence. inhibition, % at 10.9 µM. 0.56% of 290,000 active. AID 1800;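 active means inhibition above the mean of all tested compounds plus 3 SD, set per campaign, cut at about 35% in these data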;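 further: 0% = DMSO wells and 100% = thioflavine S control wells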
#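 Assay system: hepatitis C virus NS3 helicase domain fragment enzyme. Also added: annealed dual-labelled DNA beacon duplex, ATP-started. Timing: 1 h reaction at 25 °C, ATP-initiated. Technique: Cy5 fluorescence at 0 and 60 min, beacon hairpin quenching. Evaluation: % inhibition of unwinding. Replication: one well per compound.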
# SUMO HTRF inh: SUMOylation inhibition. P63279. HTRF SUMOylation assay, SAE1/SAE2 + UBC9, in vitro. inhibition, % at 35 µM. 0.36% of 290,000 active; in the data active means inhibition above about 50%, passing the limit was not always enough; further: strong numbers were not always called active
# * hit, by the source's call; . = not tested or not shown. This is a subset, so the mix of outcomes need not match the whole.
SMILES,IDE act,IMP-1 inhibitor,MEKK3 PB1 HTS,VIM-2 inhibitor,DNA FID counter,pCIP destab,PHOSPHO1 block,NS3 helicase inh,SUMO HTRF inh
Cc1c(Cl)cccc1NC(=O)CCN1CCCC(C)C1 (configuration not stated),-2,-1.9,102,-3.4,0,3,-14,0,-19
COc1ccc(NC(=O)c2ccc(NC(=O)COC(=O)CC(NC(=O)c3ccccc3Cl)c3ccccc3)cc2)cc1 (configuration not stated),-2,-2.1,101,-0.2,-24,-7,-5,-12,28
O=c1[nH]c2ccc(S(=O)(=O)N3CCN(c4ccccc4F)CC3)cc2s1,-3,-3.9,101,-2.1,-1,-10,-3,2,-4
c1ccc(-c2noc(C34CC5CC(CC(C5)C3)C4)n2)cc1,5,0.1,100,-4.9,-1,4,16,2,-1
CSc1ccccc1OCc1cc(C(=O)N2CCc3c(Cl)cccc3C2)no1,3,-3.3,102,-2.6,-31,3,13,-2,-4
CCOc1ccc(N(C)C(=O)CCc2nnc3ccc(N4CCCCC4)nn23)cc1,-3,-0.8,103,-2.4,-44,-7,38,-3,9
O=C(Cc1ccccc1Cl)NNC(=O)Nc1ccccc1,3,-2.5,108,-4.2,-2,0,-11,-5,-10
S=C(NCCc1ccccc1)NN=C1CCCCCC1,6,-2.6,94,-4.9,-1,-11,42,-5,-8
Cc1ccc(NC(=O)c2cccc(NC(=O)/C=C/c3ccco3)c2)cc1C,3,-1.9,97,-0.8,-11,-2,-21,17,6
Cc1ccc(S(=O)(=O)N(C)C)cc1NC(=O)COC(=O)COc1ccccc1[N+](=O)[O-],2,-1.6,115,-0.1,7,12,32,15,0
COc1ccc(NCCNc2ccc(OC)cc2)cc1,0,-2.7,104,-1.4,9,3,-5,-8,-7
CCn1c(SCC(=O)Nc2nc(C)cs2)nnc1-c1ccco1,7,-1.8,106,-0.1,-21,-5,-17,0,-3
CC(=O)Nc1ccccc1C(=O)C(=O)Nc1ccc(F)cc1,7,-1.6,104,0.7,2,-2,12,-1,12
S=C(NCc1ccccc1Cl)Nc1ccccc1Cl,2,-2.4,101,-2.4,-4,-3,-52,10,1
O=C(c1ccccc1)c1ccncc1,-1,-0.9,98,-1.9,5,-4,10,3,-2
Cc1cc(=O)oc2c(C)c(OCC(=O)NCCCN3CCOCC3)ccc12,5,-1.5,101,7.8*,-3,4,48,2,-6
Cc1ccc(N(O)C(=O)OCCNC(=O)Nc2ccccc2)cc1,-1,-0.6,106,-2.2,-11,-4,-12,-2,12
COCc1c(C(=O)N2CCN(Cc3ccc(C#N)cc3)CC2)oc2ccccc12,-5,-0.8,107,-2.3,-46,-6,39,8,9
CCCCCCc1nnc(NC(=O)OCC)s1,5,-3.4,99,-2.0,-24,1,-4,4,10
O=C(c1ccco1)N1CCN(c2ccc(Cl)cc2)CC1,-2,-1.7,102,-1.4,-1,-10,18,0,0
CCN(CC)S(=O)(=O)c1ccc(C(=O)N2CCN(C3=NS(=O)(=O)c4ccccc43)CC2)cc1,5,-3.4,96,-3.7,-38,2,23,7,2
COc1cc(C(C(=O)NC(C)(C)C)N(C(=O)CNC(=O)c2cccs2)c2ccccc2)cc(OC)c1OC (configuration not stated),1,-2.4,85,-1.7,-4,-16,-22,-1,9
NC(=O)c1ccccc1N/C=C/C(=O)c1ccco1,9,3.8,103,-0.7,0,-4,13,-4,22
NC(=O)C[C@@H]1NC(=O)CNC(=O)c2cc([N+](=O)[O-])cc(I)c2NCCC(C(N)=O)NC1=O (some centres not stated),0,-0.8,88,-1.8,3,-3,-4,6,-5
CCN(CC)CCN1C2=C(C(=O)CC(C)(C)C2)C(c2cccc(F)c2)C2=C1CC(C)(C)CC2=O,3,-2.6,91,-0.1,7,4,20,2,9
# Further records follow.
SMILES,IDE act,IMP-1 inhibitor,MEKK3 PB1 HTS,VIM-2 inhibitor,DNA FID counter,pCIP destab,PHOSPHO1 block,NS3 helicase inh,SUMO HTRF inh
COc1ccc(N(C)S(=O)(=O)c2ccc(C)cc2)c([N+](=O)[O-])c1,3,-0.5,97,0.0,-3,9,6,-3,17
Cc1nnc(SCc2cc(=O)oc3cc(O)ccc23)n1Cc1ccccc1,3,-1.4,109,0.1,-14,3,-16,-1,8
COC(=O)c1c(NC(=O)c2nc3ccccc3s2)sc2c1CCN(C(C)=O)C2,-3,-1.7,104,-0.7,0,-10,-3,-3,8
CCNC(=S)N(CCCO)Cc1cc2cc3c(cc2[nH]c1=O)OCCO3,-5,-2.9,103,0.3,-7,-5,19,6,11
Cn1c(SCC(=O)Nc2ccccc2)nnc1C(F)(F)F,2,-3.0,95,-0.1,-11,13,48,0,0
CCOc1ccc2c(c1)sc(N)[n+]2Cc1cc(C)cc2cccnc12,0,-4.4,101,-1.3,8,-1,-7,-55,-2
CC(=O)NCC(=O)NNC1CC(=O)N(c2cccc(Cl)c2)C1=O (configuration not stated),6,-4.5,101,-3.2,-2,1,51,0,11
COc1ccc(Cl)cc1NC(=O)N1CCN(c2ccccc2OC)CC1,-3,-0.9,95,-2.0,-34,7,3,-14,7
CCOc1ccc2[nH]cc(C(=O)NCCc3ccccc3)c(=O)c2c1,1,-4.1,108,-1.6,-1,-10,14,4,-2
Cn1nccc1NC(=O)Nc1ccccc1,0,-0.7,105,-1.4,-2,-2,16,6,28
CC(C)CN1CCN(Cc2cccn2-c2cccnc2)CC1CCO (configuration not stated),1,-1.1,101,-4.6,2,-3,44,6,-5
Cc1[nH]c(=O)c(S(=O)(=O)c2ccccc2)c(C)c1Cl,1,-1.4,107,-0.3,-17,-13,42,5,-9
Cc1nnc(NN)n(N)c1=O,.,-1.5,105,-2.2,-1,-7,17,1,21
O=C(CCC(=O)Nc1ccccc1)N/N=C/c1cccnc1,-3,1.2,102,0.7,-2,-15,38,17,12
CC(C)c1ccc(-c2csc3ncnc(N4CCN(C)CC4)c23)cc1,-4,-2.2,102,-4.1,3,-8,7,-8,2
OCC1(Cc2ccccc2)CCCN(Cc2cnn(-c3ccccc3)c2)C1 (configuration not stated),5,-1.2,99,-0.9,15,-6,28,-20,5
CCCCn1c(=NC(=O)c2ccco2)c(C(=O)OCC)cc2c(=O)n3cccc(C)c3nc21,0,-0.4,86,3.5,4,-1,-14,3,31
C/C(N)=C(/C#N)C(=O)CSc1nnc(Nc2ccccc2)s1,0,-1.8,107,-0.6,-4,18,-46,12,-2
COc1ccc(NC(=O)CCNS(=O)(=O)c2ccc3c(c2)CC(C)N3C(C)=O)cc1 (configuration not stated),4,1.5,99,1.5,-19,6,7,19,11
Cc1cccc(OCCCC(=O)NCC(=O)Nc2cccc(C)c2C)c1,2,-3.6,102,-3.5,-22,-10,-7,3,-25
C#CCOCCOCCOCCNc1nc(N2CCN(C(=O)C([C@@H](C)CC)n3cc(C(N)CC(C)C)nn3)CC2)nc(N2CCN(C(=O)[C@H](CCC(=O)O)n3cc(C(N)[C@H](C)CC)nn3)CC2)n1 (some centres not stated),-1,-1.6,104,-1.3,13,-6,9,-27,13
N#CC1=C(N)C(C#N)(C#N)C(c2ccc[nH]2)C2CCCC=C12 (configuration not stated),-8,1.6,98,1.7,-8,-7,-17,7,6
COc1ccc(C(=O)NC2CCN(S(=O)(=O)c3ccccc3F)CC2)cc1,-2,-2.7,104,-1.6,-18,-5,25,8,14
COc1ccc(CN2CCNC(=O)C2CC(=O)NC2CCCC2)c(C)c1C (configuration not stated),1,-4.1,103,-3.5,-28,-2,38,-34,9
NNC(=S)Nc1c(Br)cc(F)cc1Br,2,-3.3,101,-4.5,-26,4,21,7,-11
# The listing continues:
SMILES,IDE act,IMP-1 inhibitor,MEKK3 PB1 HTS,VIM-2 inhibitor,DNA FID counter,pCIP destab,PHOSPHO1 block,NS3 helicase inh,SUMO HTRF inh
N#C/C(=C\N1CCCCC1)S(=O)(=O)c1ccc(Cl)cc1,.,-2.9,89,-0.8,-10,-2,12,-11,-2
CC(C)N(C(=O)c1ccc(C(=O)Nc2ccc([N+](=O)[O-])cc2)cc1)C(C)C,2,5.6*,93,1.7,-2,-5,25,-11,13
COc1cc(/C=N/n2nnnc2Nc2ccccc2)cc(OC)c1OC,1,0.5,89,1.8,-22,-2,-2,-12,-13
COc1ccc(/C=C2\SC(=S)N(CC(=O)OCC(=O)Nc3ccc([N+](=O)[O-])cc3OC)C2=O)cc1,4,-1.9,101,-0.4,-2,3,34,-8,6
O=C(N/N=C/c1ccc(OCC(=O)N2CCCCC2)cc1)c1ccccc1,5,-3.9,99,-2.0,-21,0,50,6,-5
O=C(O)/C=C/C(=O)Nc1ccccc1-c1ccccc1NC(=O)/C=C/C(=O)O,5,-5.0,121,-4.0,-5,7,-7,0,7
O=S(=O)(NCCN1CCOCC1)c1cc(Cl)ccc1Cl,-4,-4.1,95,-2.5,-5,-2,24,-6,8
Cc1n[nH]c(C)c1S(=O)(=O)N1CCN(c2ccccn2)CC1,3,2.4,103,1.0,-3,-11,16,-1,4
COc1ccc(CC(=O)NCC2(c3ccc(OC)c(OC)c3)CCOCC2)cc1,1,-1.5,91,-1.4,-6,-2,11,1,14
COc1ccc(Nc2nnc(SCC3CCCCO3)s2)cc1 (configuration not stated),3,-1.8,101,-0.8,-5,-9,37,1,-12
CC(C)(CC(=O)O)CC(=O)N1CCN(c2nc3ccc(Cl)cc3s2)CC1,-30,0.2,100,-3.9,-36,-2,.,16,-17
COc1cccc(C(=O)/C=C/c2ccc(OCC#N)c(OC)c2)c1,-4,-2.6,104,-1.6,-12,-11,2,-12,9
CC(C)(C)Nc1c(N)c(=O)oc2ccccc12,5,-0.8,96,1.3,3,-16,-6,1,30
O=C(OC1CCOC1=O)c1cc(-c2ccccc2)nc2ccccc12 (configuration not stated),7,-3.4,104,-1.5,-6,-1,19,0,1
O=C(Nc1ccc(N2CCOCC2)cc1)c1ccc(-c2ccccc2[N+](=O)[O-])o1,5,-2.6,97,-2.0,-16,1,13,-10,9
Cc1nn(Cc2c(F)c(F)c(F)c(F)c2F)c(C)c1NC(=O)c1cccc(COc2ccccc2Cl)c1,-5,-2.0,105,-2.2,-3,4,16,-5,-14
Cc1ccc(C(=O)Nc2ncc(Cc3ccc(F)cc3)s2)o1,1,-4.5,.,-4.1,-6,-11,21,-13,27
O=C(N1CCOCC1)N1CCC(c2nc(-c3ccc(S(=O)(=O)N4CCOCC4)cc3)no2)CC1,-6,-0.3,103,3.0,-7,1,-24,13,11
O=S(=O)(c1ccc(Cl)cc1)N1CCN(S(=O)(=O)N2CCCCCC2)CC1,-3,-4.4,96,-4.2,0,-5,45,-2,10

# 4 entries already listed, arranged by length of the SMILES, ascending:
SMILES,IDE act,IMP-1 inhibitor,MEKK3 PB1 HTS,VIM-2 inhibitor,DNA FID counter,pCIP destab,PHOSPHO1 block,NS3 helicase inh,SUMO HTRF inh
COc1cc(/C=N/n2nnnc2Nc2ccccc2)cc(OC)c1OC,1,0.5,89,1.8,-22,-2,-2,-12,-13
COc1cccc(C(=O)/C=C/c2ccc(OCC#N)c(OC)c2)c1,-4,-2.6,104,-1.6,-12,-11,2,-12,9
O=C(N/N=C/c1ccc(OCC(=O)N2CCCCC2)cc1)c1ccccc1,5,-3.9,99,-2.0,-21,0,50,6,-5
O=S(=O)(c1ccc(Cl)cc1)N1CCN(S(=O)(=O)N2CCCCCC2)CC1,-3,-4.4,96,-4.2,0,-5,45,-2,10
